Bioassay records from PubChem BioAssay.
NPYLR7 agonist: agonists of mosquito NPYLR7 receptor, primary screen, cell-based, Aedes aegypti, calcium fluorescence, mosquito biting behavior. Aedes aegypti neuropeptide Y-like receptor 7 (NPYLR7). HEK293T NPYLR7/Galpha15, GCaMP6s calcium fluorescence. activation, % at 10 µM. 0.15% of 270,000 active. AID 1259423, 2018; in the data active = activation above about 40%;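 also: 0% = vehicle and 100% = reference agonist at the receptor; some compounds past the cut are filed as inactive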
mcGAS inh: cyclic GMP-AMP synthase inhibitors, mouse, primary biochemical chemiluminescence. Q8C6L5. recombinant cGAS, Kinase-Glo ATP depletion luminescence. inhibition, % at 12.5 µM. 0.15% of 160,000 active. AID 1259399, 2018;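 also: 0% = negative control wells and 100% = reference inhibitor with no enzyme activity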
hcGAS inh: Primary biochemical luminescence assay for human cyclic GMP-AMP synthase inhibitors. recombinant h-cGAS, ATP depletion, Kinase-Glo luminescence. inhibition, % at 12.5 µM. 0.081% of 290,000 active. AID 1259398, 2018;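 also: 0% = vehicle reaction and 100% = reaction without DNA for no activity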
Target sequence (Q8N884 whole entry, looked up): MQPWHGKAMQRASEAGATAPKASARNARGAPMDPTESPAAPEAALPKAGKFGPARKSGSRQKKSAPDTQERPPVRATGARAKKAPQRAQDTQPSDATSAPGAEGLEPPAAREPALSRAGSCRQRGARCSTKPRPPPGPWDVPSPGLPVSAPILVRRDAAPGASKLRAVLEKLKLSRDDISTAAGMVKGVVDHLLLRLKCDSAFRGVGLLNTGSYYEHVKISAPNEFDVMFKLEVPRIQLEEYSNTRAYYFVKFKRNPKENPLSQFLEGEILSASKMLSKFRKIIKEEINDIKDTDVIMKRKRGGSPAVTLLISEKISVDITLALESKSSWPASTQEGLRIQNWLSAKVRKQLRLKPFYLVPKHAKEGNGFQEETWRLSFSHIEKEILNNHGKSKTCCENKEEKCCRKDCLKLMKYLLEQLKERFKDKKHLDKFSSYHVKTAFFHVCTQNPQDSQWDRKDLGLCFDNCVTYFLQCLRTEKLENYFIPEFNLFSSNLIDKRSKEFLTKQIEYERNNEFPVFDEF
* = called active by the depositor; nt = no result given; & = joins results of further samples. Rule as the data show it, unless noted: active = inhibition above about 40%; inactive = the rest. Compounds were not picked by outcome (roughly 0.29% active in at least one column).

canonical_smiles,NPYLR7 agonist,mcGAS inh,hcGAS inh
CCCNC(=O)NC(=O)CN1C(=O)NC2(CCCCC2)C1=O,9,nt,0
CC1c2cccn2CCN1Cc1ccc(C(N)=O)cc1 (stereo not drawn),1,nt,-12
COc1ccc(C(=O)Nc2cccc(C(C)C)c2)cc1,4,-6,-11
CCc1c(C)nc2c(-c3ccc(OC)c(OC)c3)c[nH]n2c1=O,-3,nt,-1
COc1ccc(CC(=O)NNC(=O)c2cccn(Cc3ccc(F)cc3)c2=O)cc1,-8,-6,-4
CN(Cc1ccccc1)c1ccc(NC(=O)N2CCCC(O)C2)cc1 (stereo not drawn),1,nt,-7
Cc1nc(C)c(-c2cc(C(=O)N3CCOCC3)n[nH]2)s1,nt,-9,-4
Cc1[nH]cnc1-c1nccn1Cc1ccc2c(c1)n(C)c(=O)n2C,-4,nt,4
CCC1CN(C(=O)c2ccn(C(F)F)n2)CCN1C(C)C (stereo not drawn),nt,-7,-14
Cn1c(-c2cccnc2)cc2cnc(Nc3cccc(F)c3)cc21,-14,-5,-4
CC(C)NC(Cn1ccnc1)c1ccccc1 (stereo not drawn),3,-9,-5
N=C(N)SCCS(=O)(=O)c1ccccc1,-7,-5,0
CCC(=O)Nc1cc(-c2cn3cccnc3n2)ccc1C,7,nt,-3
COCCNc1nc2c(S(=O)(=O)c3ccccc3)nnn2c2ccccc12,4,-2,2
CCN1C(=O)C2(SC(C)(C)CN2C(=O)c2cccs2)c2cc(F)ccc21 (stereo not drawn),-2,-6,-6
CCOc1cc(CNc2ccc(CNc3ncn[nH]3)cc2)ccc1OCc1ccccc1,7,nt,-5
CCN(CC)S(=O)(=O)c1ccc(C(C)NC(=O)C=Cc2cc(OC)c3c(c2)OCCO3)cc1 (stereo not drawn),5,nt,-3
CC(C)c1nc(CCNC(=O)CCN(C)C2CCS(=O)(=O)C2)cs1 (stereo not drawn),nt,-6,-9
O=c1nc(SCc2ccccc2)c2c(n1CCCO)CCCC2,-6,-7,-7
CCOC(=O)Cn1c(=NC(=O)C2=COCCO2)sc2cc(S(N)(=O)=O)ccc21,4,nt,-3
CN(C)S(=O)(=O)NCC1CCCN(Cc2cccc(Oc3ccc(Cl)cc3)c2)C1 (stereo not drawn),-9,nt,5
CC(C)(C)C1CCC2(CC1)Nc1cccc3cccc(c13)N2,-10,nt,-5
O=C(NNC(=O)c1ccc(COc2ccccc2)o1)c1ccco1,3,nt,11
CN(Cc1nc2ccccc2[nH]1)Cc1cccc2ncccc12,19,nt,-4
Cc1ccc(S(=O)(=O)N2CCC(C(NS(=O)(=O)c3ccccc3)C(=O)NCc3ccc(F)cc3)CC2)cc1 (stereo not drawn),-2,-4,-5
O=C(NCc1cccnc1)C1CC=CCC1C(=O)N1CCc2ccccc2C1 (stereo not drawn),-4,-2,-5
N#CC1(C(=O)N2CC3CC4CC(C3)CC2C4)CCCC1,1,-7,-10
O=C1CSC(c2ccc3c(c2)OCO3)N1c1ccc(F)cc1F (stereo not drawn),-5,-2,3
Cc1ccc(Cc2nc(N3CCN(C(=O)c4ccco4)CC3)c3c(-c4cccnc4)noc3n2)cc1,10,-5,-3
O[C@H]1CCCC[C@@H]1N1CCN(c2ncccn2)CC1,22,nt,-6
CCOC(=O)[C@@H]1[C@H](c2ccccc2)[C@@H](NC(C)=O)[C@H]2CCCN21,1,-7,-10
COc1ccc(C=CC(=O)c2ccc(I)cc2)cc1,6,-3,-11
CCOC(=O)c1nn(-c2ccccc2)c(=O)cc1OCC(=O)Nc1ccc(OC)c(OC)c1,10,nt,-4
O=C(N/N=C\c1coc2ccccc2c1=O)C12CC3CC(CC(C3)C1)C2,-2,nt,2
Cc1ccc(NC(=O)CCN2C(=O)CSC2c2cccc(C(F)(F)F)c2)cc1 (stereo not drawn),17,-6,-8
Cc1cc(N2C(=O)c3oc4ccc(Cl)cc4c(=O)c3C2c2ccncc2)no1 (stereo not drawn),10,nt,-5
Cc1nc(NCCn2nc3ccccn3c2=O)c2c(-c3ccccc3)csc2n1,-4,nt,-4
CC1(C(=O)Nc2ccc3c(c2)OCO3)CCN1Cc1cccc2c1OCO2 (stereo not drawn),9,nt,-10
COc1ccc(NC(=O)C2CCN(C(=O)CCNC(=O)Nc3cccc(C#N)c3)CC2)cc1,-5,-7,-5
O=C(c1cc(=O)c(OCc2ccccc2)c[nH]1)N1CCN(c2ccccc2)CC1,10,nt,-7
CSc1ncc(CN2CCC(CCC(=O)NCc3cccc(Cl)c3)CC2)cn1,7,-8,-4
COc1cccc(OCc2ccc(Cn3nc(NC(=O)Nc4c(OC)cccc4OC)c4ccccc43)cc2)c1,15,-5,-6
O=C1CSCN1CC(=O)N(Cc1nnc(-c2ccc(Cl)cc2)o1)C1CC1,2,-17,-10
CCS(=O)(=O)c1ccc(CC(=O)N(Cc2ccccn2)c2nc3c(C)cc(C)cc3s2)cc1,-5,-1,1
Cc1cccc(CSc2nc(Oc3ccccc3C)cc(C(F)(F)F)n2)c1,1,-5,-6
COc1ccc(C(=O)N(Cc2c(-c3cccc(C)c3)noc2N2CCOCC2)CC2CCCO2)cc1 (stereo not drawn),-1,0,3
COc1ccc(-c2nnc3ccc(SCC(=O)Nc4nc(C)cs4)nn23)cc1OC,7,-6,-3
CN(Cc1ccc2ccccc2n1)C(=O)c1ccc(N2CCC[C@H]2CO)nc1,2,nt,-8
Cc1cc(S(=O)(=O)NCCCN2CCOCC2)c(C)cc1Br,12,-8,-12
CC(C)C(N)c1csc(Nc2ccc(C(=O)NCCCO)cn2)n1 (stereo not drawn),-2,-6,-6

(next part)
canonical_smiles,NPYLR7 agonist,mcGAS inh,hcGAS inh
O=C1CC(c2ccccc2)CC2=Nc3ccccc3NC(c3ccccn3)C12 (stereo not drawn),2,-4,-3
COc1cccc(NC(=O)C(c2ccccc2)N2CCCC(C(=O)N3CCOCC3)C2)c1 (stereo not drawn),4,nt,-8
COc1ccccc1N1CCN(Cc2cnc(-c3ccco3)nc2)C(C)C1 (stereo not drawn),-1,-1,-2
CC(=O)c1c(C)[nH]c(C(=O)C(C)n2nnc(-c3cccs3)n2)c1C (stereo not drawn),6,nt,-2
COc1ccccc1NC(=O)Nc1ccc(Nc2cc(OC(C)C)nc(C)n2)cc1,4,nt,0
CCOc1cc(/C=C2/Oc3cc(O)ccc3C2=O)cc(Cl)c1OCC(=O)N(C)C,150*,nt,-5
CN(c1ccc(F)c(F)c1)S(=O)(=O)c1cccc2nonc12,1,nt,-6
COc1ccc(CCNC(=O)N2CCN(c3ccc(NC(=O)c4ccco4)cn3)CC2)cc1,-2,-6,-3
CC(c1ccccc1)N1CCN(C(=O)Nc2ccc(CC#N)cc2)CC1 (stereo not drawn),3,4,4
Cc1ccc(Cc2nsc(N(CC(=O)N3CCN(C/C=C/c4ccccc4)CC3)Cc3ccccc3)n2)cc1,nt,-5,-5

Two of the compounds above, as labelled records:
> CCOc1cc(/C=C2/Oc3cc(O)ccc3C2=O)cc(Cl)c1OCC(=O)N(C)C
  NPYLR7 agonist = 150*	mcGAS inh = nt	hcGAS inh = -5

> CN(c1ccc(F)c(F)c1)S(=O)(=O)c1cccc2nonc12
  NPYLR7 agonist = 1	mcGAS inh = nt	hcGAS inh = -6

Continuation.
canonical_smiles,NPYLR7 agonist,mcGAS inh,hcGAS inh
COc1ccccc1N1CCN(C(=O)CC(c2cccc(OC)c2OC)c2c[nH]c3ccccc23)CC1 (stereo not drawn),2,-1,4
CCOC(=O)c1ccc(NC(=O)N(CCCOC)CC(=O)N(Cc2ccc(F)cc2)Cc2cccs2)cc1,-3,-4,-3
COCCN(Cc1cccc(OS(=O)(=O)c2ccc(F)cc2)c1)C(=O)c1cccs1,1,-8,-2
O=C1c2cc(Br)ccc2S(=O)(=O)N1CCCn1ccnc1,13,nt,-12
CCc1nc2ccc(C(=O)NCc3cccs3)cn2c1N(CC)C(C)=O,-3,-3,-6
CC(C)c1ccc(Cn2c(C3CC(=O)N(C(C)(C)C)C3)nc3ccccc32)cc1 (stereo not drawn),2,-3,-9
COC(c1ccccc1)c1nnc(CCC(=O)NC2Cc3ccccc3C2)o1 (stereo not drawn),-3&0,-6,3&-1
CCN1Cc2ccccc2CC1C(=O)NCc1cnc(C)cn1 (stereo not drawn),2,-10,-3
CC(=O)NCCC1CCCCN1C(=O)NCc1ccccc1F (stereo not drawn),6,nt,1
COc1ccccc1-n1c(-c2ccc(Cl)cc2)cc(C(=O)N2CCOCC2)c1C,12,-5,-8
CCOCCCN(CC(=O)N1CCc2sccc2C1c1ccc(Cl)cc1Cl)S(=O)(=O)c1ccc(F)cc1 (stereo not drawn),nt,-4,-6
N#CCc1ccc(-n2cnnn2)cc1,-2,-5,-4
CCC(Oc1ccccc1)C(=O)N1CCC2(CC1)NCC(=O)N2CC(=O)OC (stereo not drawn),-1,nt,-9
COc1nc2cn(CCc3ccccn3)c(O)c2cc1CNC(=O)c1ccoc1,5,-11,-4
COCCn1c(=NC(=O)C2=COCCO2)sc2cc(S(C)(=O)=O)ccc21,2,nt,-9
CC(=O)Oc1cccc(C(=O)N2CCC(Cc3ccc4c(c3)OCO4)CC2)c1C,-1,-7,-1
O=C(CCCN1CCCCC1=O)NC1CCCN(C2CCCCCC2)C1 (stereo not drawn),15,-10,-7
O=C(NCc1cccc(Cl)c1)c1cc(=O)[nH]c2ccccc12,6,-6,-9
Cc1ccc(Nc2n[nH]nc2C(=O)Nc2cccc(C)c2C)cc1,nt,-3,-2
CCN(CC)c1ccc(CN(Cc2ccco2)C(=O)c2cccs2)c(OS(C)(=O)=O)c1,-2,-5,-1
CC(C)(C)C(=O)N1CC=C2C(C#N)C(=N)C(C#N)(C#N)C(c3ccoc3)C2C1 (stereo not drawn),5,1,2
O=c1[nH]c(/C(Cl)=C\c2ccc(N3CCOCC3)cc2)nc2ccccc12,-6,nt,-9
CN(C)CCNC(=O)CC(c1cccc(C(F)(F)F)c1)c1cn(C)c2ccccc12 (stereo not drawn),-1,2,4
N#Cc1ccccc1CS(=O)(=O)N1CCN(S(=O)(=O)C=Cc2ccccc2)CC1,-3,nt,-6
COc1ccnc(NCC(c2c(F)cccc2Cl)N(C)C)n1 (stereo not drawn),5&12,-6,-4&-15
Cc1ccc(C(=O)O)cc1S(=O)(=O)N1CCCc2cc(S(=O)(=O)N3CCCCC3)ccc21,10,nt,0
COc1ccc2[nH]cc(C3CCN(S(=O)(=O)c4cccc(Cl)c4C)CC3)c2c1,25,-6,-12
CCc1ccc(CNC(=O)Cc2c(C)noc2C)s1,0,nt,-6
COc1ccc(CCNC2CCN(c3ccc(C(=O)N[C@H]4CCCCNC4=O)cc3)CC2)cc1,14,-8,-4
COCCN(Cc1cc(NC(=O)C2CC2)ccc1N(C)C)C(=O)NC(C)(C)C,-3,-8,-11
COc1cc2c(cc1OC)CN(C1CCCN(C(=O)c3ccnn3C)C1)CC2 (stereo not drawn),14,nt,-9
CCSCCNC(=O)CNS(=O)(=O)c1ccc(C)cc1C,-4,-18,-6
COc1ccc2[nH]c3nc4ccccc4nc3c2c1,4,nt,-2
NCCC(O)(P(=O)(O)O)P(=O)(O)O,-3,-9,-11
CSCCC(=O)N(CCc1ccccc1)CC1CCN(C)CC1,11,nt,-9
CNC(=O)N1CCC2(CC1)CC(N1CCN(CC(C)C)CC1)CCO2 (stereo not drawn),nt,-5,-9
Cc1cc(C)cc(-n2nnc3c(=O)n(Cc4ccc(C(F)(F)F)cc4)cnc32)c1,-1,-7,-4
Cc1nc2ccccn2c(=O)c1NC(=O)C(c1ccccc1)c1ccccc1,4,nt,-12
CC(C)(C)OC(=O)N[C@@H](CC(=O)OC1CCCCC1)C(=O)N1CCC2(CC1)OCCO2,-8,-3,-4
CCCNC(=O)CC(c1ccccc1)c1cn(CC)c2c(CC)cccc12 (stereo not drawn),nt,-4,-6
COc1ccccc1CCNC(=O)C(C1CCCC1)N1CCN(C(=O)c2ccccc2C)CC1 (stereo not drawn),-9,-5,-3
CN1CCCC(C(=O)N2CCc3c(nc(-c4ccccc4)[nH]c3=O)C2)C1 (stereo not drawn),10,nt,-2
O=C1CCCN1CC1CCCN(C(=O)Nc2nncs2)C1 (stereo not drawn),2,nt,2
CC1=C(C(=O)OCC(C)C)C(c2ccncc2)C2=C(CC(c3ccccc3)CC2=O)N1 (stereo not drawn),4,nt,-4
CC(C)Oc1ccc(CN2CCC3(CCNCC3)C2)cc1,12,nt,-7
O=C(Cc1cccs1)N1CCc2c(cc(-c3ccccc3F)c(=O)n2Cc2ccncc2)C1,12,-5,1

Ordered by length of the SMILES (high to low): 5 of the compounds above.
canonical_smiles,NPYLR7 agonist,mcGAS inh,hcGAS inh
CC1=C(C(=O)OCC(C)C)C(c2ccncc2)C2=C(CC(c3ccccc3)CC2=O)N1 (stereo not drawn),4,nt,-4
O=C(Cc1cccs1)N1CCc2c(cc(-c3ccccc3F)c(=O)n2Cc2ccncc2)C1,12,-5,1
COc1ccccc1CCNC(=O)C(C1CCCC1)N1CCN(C(=O)c2ccccc2C)CC1 (stereo not drawn),-9,-5,-3
CN1CCCC(C(=O)N2CCc3c(nc(-c4ccccc4)[nH]c3=O)C2)C1 (stereo not drawn),10,nt,-2
CC(C)Oc1ccc(CN2CCC3(CCNCC3)C2)cc1,12,nt,-7
